KAT2A inh: inhibitors of human GCN5L2 histone acetyltransferase; GCN5L2 HAT assay, ThioGlo1 CoA-SH fluorescence; AID 504327; Q92830; Potency, µM (highest dose often 58.9 µM), without a hit: at the top dose activity change, negative = inhibition, hits mostly inhibitors; 390,000 compounds, 0.21% hits
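Preincubate 20nM GCN5L2 with compound 15 min, RT → add 50uM ThioGlo1 + 75uM H3(1-25) + 70uM acetyl-CoA → read fluorescence 0 and 20 min. Primary qHTS; fluorescent artifacts likely.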
TDP1 cell CPT: DT40-hTDP1 cell growth loss with CPT. 420,000 compounds, 12% hits. AID 686979. chicken DT40 Tdp1-/-;hTDP1 cells + 20 nM CPT, ATP luminescence, 48 h. Potency, µM (doses to about 46.2 µM), for the others: top-dose activity change, negative = growth inhibition, usual class: inhibitors; note: nearly all actives have a fitted effect of over 55% in size
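Chicken DT40 Tdp1-/- cells stably complemented with human TDP1 were seeded at 400 cells/well in medium containing 20 nM camptothecin, exposed to pin-transferred compounds, and grown at 37 °C for at least 48 hr. Viability was read as ATP luminescence.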
FEN1 inh: blocks human flap endonuclease 1 | Recombinant FEN1 flap cleavage, fluorescence, 15 min | Potency, µM (doses to about 114 µM), for inactives: at the highest dose activity change, negative = inhibition, actives largely listed as inhibitors | 390,000 compounds, 0.35% hits; note: nearly all actives have a fitted effect of over 65% in size
Target sequence (P39748 whole entry, looked up): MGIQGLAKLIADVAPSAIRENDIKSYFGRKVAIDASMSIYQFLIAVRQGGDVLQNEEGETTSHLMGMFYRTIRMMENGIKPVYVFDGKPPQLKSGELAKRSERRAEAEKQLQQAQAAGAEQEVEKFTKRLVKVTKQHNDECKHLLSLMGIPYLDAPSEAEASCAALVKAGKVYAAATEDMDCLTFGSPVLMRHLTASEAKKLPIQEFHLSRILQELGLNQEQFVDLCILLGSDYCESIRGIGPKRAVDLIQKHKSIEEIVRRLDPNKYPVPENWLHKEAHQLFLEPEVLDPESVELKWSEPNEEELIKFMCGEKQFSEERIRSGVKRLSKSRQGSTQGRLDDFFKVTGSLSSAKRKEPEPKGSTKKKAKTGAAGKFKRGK
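Steps: FEN1 (10 nM) dispensed; compound added by pin tool; 15 min at room temperature; substrate added to 50 nM final; reads at 0 min and 15 min; data normalized and fitted (four-parameter Hill).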
* hit, by the source's call; ? = inconclusive; . = no result given; & = joins results of further samples. Calls come from the whole dose curve; as a rule, active = well fitted curve in the direction sought with a large enough effect; inconclusive = small, poorly fitted or top-dose-only effect, or another doubt; inactive = no such curve, though single readings can be large; an effect the other way counts as inactive or inconclusive. % is set by controls: 0 for no effect and ±100 for the full control effect; potency is the fitted concentration of half-maximal effect. A portion of the library; rates above refer to the full screens.

SMILES,KAT2A inh,FEN1 inh,TDP1 cell CPT
C=CCn1c(SCc2ccc(Cl)c(Cl)c2)nnc1C(CO)NC(=O)c1ccc(OC)cc1 (configuration not stated),-1%,4%,?
CCOC(=O)c1[nH]c(C)c(C(=O)Nc2ccc3c(c2)CCC3)c1C,16%,-2%,-34%
O=C(Nc1cccc(O)c1)c1cc2nc(-c3ccc(Br)cc3)cc(C(F)(F)F)n2n1,?,10%,-10%
Cc1ccc(SCCC(=O)N/N=C/c2ccncc2)cc1,-4%,3%,2%
Cc1cc2c(c3oc(=O)c4ccccc4c13)CN(Cc1ccc(F)cc1)CO2,-1%,-30%,?
COCCN(CC(=O)Nc1cccc(C)c1C)C(=O)c1cc2ccccc2cc1OC,?,2%,?
C=C(C)COc1ccc(-c2ncncc2-c2ccccc2)c(O)c1,-6%,-12%,-9%
CN(C)c1nc(N(C)C)nc(N2CC(=O)N(c3ccccc3)C2=N)n1,1%,10%,-23%
COC(=O)c1c(C)[nH]c(C(=O)OCc2csc(CC(=O)Nc3ccccc3C)n2)c1C,-4%,3%,-28%
CCCCNC(=O)Nc1cc(C(=O)OC)ccc1Cl,-1%,10%,2%
CN(C)CCCOC(=O)Cc1ccc(Cl)cc1,0%,7%,0%
CSc1nnc(C)c(=O)n1COC(=O)COc1ccc(Cl)cc1Cl,-5%,3%,?
O=C(NC1CCCC1)C(c1ccncc1)N(C(=O)Cc1cccs1)c1ccccc1 (configuration not stated),4%,-3%,-3%
Cc1ccc(NC(=O)CN(C)C(=O)c2cc3ccccc3o2)cc1,-5%,-13%,-18%
COCCNC(=O)CSc1nc2ccccc2nc1Cc1ccc(C)cc1,2%,19%,-25%
COC(=O)C1=C(C)N(CCCC(=O)O)C(=O)NC1c1cccs1 (configuration not stated),-1%,2%,-5%
COc1ccccc1C(=O)N/C(=C/c1ccc(Br)cc1)C(=O)NCC(=O)O,-1%,3%,-1%
CCOC(=O)C(Cc1ccccc1)NC(=O)CCc1c(C)nc2ncnn2c1C (configuration not stated),-1%,1%,?
Cc1ccc(Cn2c(CCNC(=O)c3cccc(C)c3)nc3ccccc32)cc1,2%,-22%,18µM*
Cc1ccc(-n2nnnc2-c2cnc(N3CCCC3)nc2C(F)(F)F)cc1,-2%,3%,23µM*
O=C(c1cc2cc(Br)ccc2o1)N1CCCC1,4%,17%,?
Cc1ccccc1OC(=O)Cn1c(C(F)(F)F)nc2ccccc21,15%,-5%,?
Cn1c(=O)c(NC2CCCCC2)c2c3c(cccc31)C(=O)c1ccccc1-2,-5%,-18%,?
NC(=O)CSc1nnc(NC(=O)c2ccc(S(=O)(=O)N3CCCCC3)cc2)s1,0%,-4%,-2%
O=C(Cn1nc2sc3ccccc3n2c(=O)c1=O)c1ccc(Cl)cc1,3%,1%,-11%
O=C(C1=C[C@H](C2CCCCC2)C[C@H](OCCCCO)O1)N1CCN(Cc2ccc3c(c2)OCO3)CC1,1%,0%,12µM*
CCCOc1ccc(/C=c2\sc3ncnn3c2=O)cc1,-3%,3%,?
Cc1ccn2c(=O)c(NC(=O)c3cccc4ccccc34)c(C)nc2c1,-23%,0%,-24%
Cc1ccccc1C1CC(=O)NC2=C1C(=O)CCC2 (configuration not stated),-2%,-2%,5%
COc1ccc(S(=O)(=O)c2cnc3ccccc3n2)cc1,-2%,11%,?
Cc1ccc(NS(=O)(=O)c2ccc(-n3cccn3)cc2)cc1Cl,-7%,-8%,?
COc1cnc(-c2ccccn2)nc1Oc1ccccc1,-10%,6%,0.46µM*
Cc1nnc(SCC(=O)N2CCCC2)n1-c1ccc(F)cc1,.,-2%,9%
COc1cc(C(=O)OC(C)C(=O)Nc2ccc3c(c2)OCCO3)cc(OC)c1OC (configuration not stated),-10%,-9%,?
CCOC(=O)c1ccc(NC(=O)CSc2nnc(-c3ccncc3)n2C)cc1,-5%,3%,3%
CC(C)(C)CC(C)(C)N=C1Nc2ccc([N+](=O)[O-])cc2N[C@]12C[C@H]1CCCC(=O)N3CC[C@@H](C2)[C@@H]13,.,3%,18µM*
CCC/C(=C1/c2ccccc2C(=O)N1c1ccccc1)c1ccc(O[C@@H]2CCCCO2)cc1,-2%,-16%,?
FC(F)(F)c1nnc(-c2ccccc2)nc1Sc1ccc(Cl)cc1,-2%,-7%,5.2µM*
Cc1cc(N2CCC(C)CC2)n2nc(C)c(-c3ccccc3)c2n1,-16%,-3%,?
COC(=O)C(NS(=O)(=O)c1ccccc1Br)C(C)C (configuration not stated),-27%,-5%&16%,1%
O=C(Nc1ccc2ccccc2c1)c1ccc(NS(=O)(=O)c2ccc(Br)s2)cc1,-6%,-11%,-6%
CCn1cc(CN2CCC(C(=O)Nc3cccc(-c4cccc(OC)c4)c3)CC2)cn1,-4%,14%,1%
CCN1C(=O)CSc2ccc(C(=O)NC3CCCCC3)cc21,-8%,3%,35µM*
O=C(Nc1ccnn1C1CCN(Cc2ccccc2OC(F)F)CC1)c1cccc(F)c1,-11%,-4%,?
CC(OC(=O)c1cc(Br)ccc1O)C(=O)NC1(C#N)CCCCC1 (configuration not stated),-10%,5%,-15%
O=C(CNS(=O)(=O)c1ccccc1)NCC(=O)OCc1ccc(Cl)cc1,-5%,-12%,-6%
COc1cc(CSC)nc(-c2ccccc2)n1,-6%,-13%,3%
Cc1csc(NC(=O)c2cccn2C)n1,-15%,-9%,-29%
CSc1nc(C)c2c(c1C#N)CCCC2,-9%,5%,8%
O=C(OCC(=O)c1c[nH]c2ccccc12)c1ccco1,-4%,-4%,-18%
CCOC(=O)c1sc2ccccc2c1S(=O)(=O)N1CCN(c2ccccc2)CC1,-1%,-3%,?
NNc1nc2c(-c3ccc(F)cc3)nnn2c2ccccc12,-11%,28µM*,10µM*
COc1ccccc1OCC(=O)Nc1sc2c(c1C(N)=O)CCC2,-15%,-12%,?
NCCCC(=O)N1c2ccccc2Sc2ccccc21,-3%,-4%,?
NS(=O)(=O)c1ccc(CCNC(=O)c2cccc([N+](=O)[O-])c2)cc1,1%,-15%,-29%
CCOC(=O)CN1C(=O)C(C)(C)Oc2ccc(C(=O)NC(C)(C)CC)cc21,-7%,-3%,-20%
Oc1ccc(-c2n[nH]c(=S)n2-c2ccc3c(c2)OCCO3)c(O)c1,-10%,-8%,?
Cc1cc(O)cc(=O)n1CCc1ccccc1,6%,8%,-5%
COc1ccc(C(=O)NCCS(=O)(=O)N2CCc3ccccc3C2)c(OC)c1,3%,5%,?
O=C(c1ccco1)N1CCN(Cc2c(F)cccc2Cl)CC1,-14%,24%,?

The list goes on.
SMILES,KAT2A inh,FEN1 inh,TDP1 cell CPT
Cc1c(C(=O)NCc2ccc(Cl)cc2)sc2nc3n(c(=O)c12)CCCCC3,-19%,21%,?
CCCC(=O)C1=C(O)C(C(=O)OC)C(C)(C)CC1=Nc1cccc([N+](=O)[O-])c1 (configuration not stated),-18%,13%,?
COc1cccc(/C=C2\C(=O)N(c3cccc(C)c3)C(=O)c3ccccc32)c1,-3%,-1%,26µM*
CCS(=O)(=O)N1CCC(C(=O)Nc2cccc(F)c2)CC1,-1%,24%,-1%
COc1ccccc1-c1cc(N)n(S(=O)(=O)c2cccc3nsnc23)n1,0%,-10%,?
CSc1nnc(CNS(=O)(=O)c2ccc(Cl)cc2)n1C,-3%,-9%,10%
CN(C)CCCN(C(=O)c1ccc(S(=O)(=O)N2CCCCCC2)cc1)c1nc2ccc(Br)cc2s1,-31%,1%,12µM*
O=C(CSc1nnc2ccccn12)c1ccc2c(c1)OCCO2,-10%,1%,-4%
Cc1ccnc(NC(=S)NC(=O)/C=C/c2ccco2)c1,1%,-2%,10µM*
N/C(Cc1ccc(Cl)cc1)=N\OC(=O)c1cccc2ccccc12,-7%,-22%,?
CC(=O)c1c(C)[nH]c(C(=O)COC(=O)c2cc(C)oc2C)c1C,-11%,11%,?
COc1cc(NC(=O)CSc2nnc3ccc(-c4ccncc4)nn23)cc(OC)c1,10%,-1%,-4%
CC1CC(C)CN(C(=O)Cn2c(=O)oc3cc(S(=O)(=O)N4CCCC4)ccc32)C1 (configuration not stated),-7%,-3%,-7%
O=c1ccn([C@@H]2O[C@H](COP(=O)(O)O)[C@@H](O)[C@H]2O)c(=O)[nH]1,7%,.,?
Cc1ccccc1N(C(=O)Cc1ccsc1)C(C(=O)NC1CCCCC1)c1ccc(F)cc1 (configuration not stated),-7%,-2%,-7%
Cc1[nH][nH]c(=O)c1C(c1ccc(-c2ccccc2C(=O)O)o1)c1c(C)[nH][nH]c1=O,-11%,1%,-12%
C[C@](O)(C(=O)Nc1ccc(S(=O)(=O)c2ccccc2)cc1)C(F)(F)F,-12%,.,-4%
CCCC/C(O)=C1\C(=O)CCCC1=NCCc1c(C)[nH]c2ccccc12,-5%,1%,?
Cc1ccc(N2CC(NC(=O)CCCc3ccccc3)CC2=O)cc1 (configuration not stated),-1%,-7%,-29%
Cc1ccc2c(c1)N(C(=O)CCC(=O)N1CCCCC1)CCO2,?,-2%,10%

Among those listed so far, 7 have a furan ring, fused or not:
SMILES,KAT2A inh,FEN1 inh,TDP1 cell CPT
Cc1ccc(NC(=O)CN(C)C(=O)c2cc3ccccc3o2)cc1,-5%,-13%,-18%
O=C(c1cc2cc(Br)ccc2o1)N1CCCC1,4%,17%,?
O=C(OCC(=O)c1c[nH]c2ccccc12)c1ccco1,-4%,-4%,-18%
O=C(c1ccco1)N1CCN(Cc2c(F)cccc2Cl)CC1,-14%,24%,?
Cc1ccnc(NC(=S)NC(=O)/C=C/c2ccco2)c1,1%,-2%,10µM*
CC(=O)c1c(C)[nH]c(C(=O)COC(=O)c2cc(C)oc2C)c1C,-11%,11%,?
Cc1[nH][nH]c(=O)c1C(c1ccc(-c2ccccc2C(=O)O)o1)c1c(C)[nH][nH]c1=O,-11%,1%,-12%

Five entries from above, set out differently.
Below each compound – KAT2A inh | FEN1 inh | TDP1 cell CPT
COc1ccccc1-c1cc(N)n(S(=O)(=O)c2cccc3nsnc23)n1
 : 0% | -10% | ?
CSc1nnc(CNS(=O)(=O)c2ccc(Cl)cc2)n1C
 : -3% | -9% | 10%
CN(C)CCCN(C(=O)c1ccc(S(=O)(=O)N2CCCCCC2)cc1)c1nc2ccc(Br)cc2s1
 : -31% | 1% | 12µM*
O=C(CSc1nnc2ccccn12)c1ccc2c(c1)OCCO2
 : -10% | 1% | -4%
Cc1ccnc(NC(=S)NC(=O)/C=C/c2ccco2)c1
 : 1% | -2% | 10µM*

A few values from the results shown.
CC1CC(C)CN(C(=O)Cn2c(=O)oc3cc(S(=O)(=O)N4CCCC4)ccc32)C1 (configuration not stated) @ FEN1 inh = -3%
O=C(CSc1nnc2ccccn12)c1ccc2c(c1)OCCO2 @ KAT2A inh = -10%
CCCC/C(O)=C1\C(=O)CCCC1=NCCc1c(C)[nH]c2ccccc12 @ KAT2A inh = -5%
CSc1nnc(CNS(=O)(=O)c2ccc(Cl)cc2)n1C @ TDP1 cell CPT = 10%
N/C(Cc1ccc(Cl)cc1)=N\OC(=O)c1cccc2ccccc12 @ FEN1 inh = -22%
C[C@](O)(C(=O)Nc1ccc(S(=O)(=O)c2ccccc2)cc1)C(F)(F)F @ TDP1 cell CPT = -4%
COc1cc(NC(=O)CSc2nnc3ccc(-c4ccncc4)nn23)cc(OC)c1 @ KAT2A inh = 10%

High-throughput results as filed in PubChem BioAssay.
